697 NFkB inh: inhibitors of PMA/ionomycin-induced NF-kB reporter, 697 cells, primary screen, B-cell NF-kB inhibitor project, cell-based, luminescence, uHTS. 697 B-cell NF-kB luciferase reporter, 16 h. 330,000 compounds, 0.33% hits. inhibition, % at 4 µM; in the data active means inhibition above about 35%
EBI2 block: EBI2 receptor antagonists, beta-arrestin recruitment, primary screen, cell-based, luminescence, 7a,25-OHC stimulation, uHTS | 360,000 compounds, 0.81% hits | inhibition, % at 5 µM | G-protein coupled receptor 183 (Homo sapiens), P32249 | 7a,25-OHC stimulated; in the data active means inhibition above about 38%;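 further: enzyme fragment complementation signal reports receptor beta-arrestin coupling in cells; 0% = agonist plus DMSO wells and 100% = wells without agonist; some results beyond the cut were filed as inactive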
Target sequence (P32249 whole entry, looked up, the tested form may be a part): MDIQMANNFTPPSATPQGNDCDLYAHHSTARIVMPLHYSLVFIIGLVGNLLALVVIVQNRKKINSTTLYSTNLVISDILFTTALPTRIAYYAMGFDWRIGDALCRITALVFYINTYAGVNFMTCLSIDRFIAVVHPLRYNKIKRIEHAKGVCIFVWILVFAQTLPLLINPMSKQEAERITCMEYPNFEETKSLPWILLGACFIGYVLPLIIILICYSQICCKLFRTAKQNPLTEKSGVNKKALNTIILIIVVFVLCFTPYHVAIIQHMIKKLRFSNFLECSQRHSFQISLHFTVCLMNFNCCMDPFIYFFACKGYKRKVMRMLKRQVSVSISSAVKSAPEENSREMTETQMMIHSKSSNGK
CCR6 antag: CCR6 receptor antagonists, primary screen, cell-based, CHO-K1, luminescence, beta-arrestin, uHTS; CHO-K1 CCR6 PathHunter beta-arrestin, CCL20-stimulated; AID 493098, 2011; 340,000 compounds, 0.49% hits; inhibition, % at 20 µM; C-C chemokine receptor type 6 (Homo sapiens), P51684;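 active means compounds whose inhibition of the agonist-driven luminescence signal at 20 µM reaches about 50%, limit read from the data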;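 further: cells stimulated with CCL20 at 14 nM final; plate controls were DMSO with CCL20 for no effect and DMSO without agonist for full effect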
APJ antagonist: antagonists of human apelin receptor APJ, primary screen, CHO-K1 cells, beta-arrestin complementation, luminescence | P35414 | inhibition, % at 20 µM | 330,000 compounds, 0.32% hits;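 active means inhibition above about 40% at 20 µM, limit read from the data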;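 further: cells challenged with 10 nM apelin-13 agonist together with compound; plate controls were apelin-13 plus DMSO wells for no effect and DMSO wells lacking apelin-13 for full effect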
Gli-Sufu block: Gli-Sufu pathway antagonists, primary screen, luciferase luminescence, Sufu-KO-LIGHT cells, uHTS. Sufu-KO-LIGHT fibroblasts, Gli luciferase reporter luminescence. inhibition, % at 5 µM. 340,000 compounds, 0.74% hits. AID 588413, 2011;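 active means inhibition above about 55%, limit read from the data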;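 further: 0% = DMSO-treated cells and 100% = wells with medium but no cells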
UBC13 inh: UBC13 polyubiquitin chain formation inhibitors, primary screen, biochemical, TR-FRET, uHTS; Ubiquitin-conjugating enzyme E2 N (Homo sapiens), P61088; inhibition, % at 20 µM; 330,000 compounds, 0.47% hits; in the data active means inhibition above about 45%, passing the limit was not always enough; inconclusive means no clear call, values can overlap the other calls
Target sequence (P61088 whole entry, looked up): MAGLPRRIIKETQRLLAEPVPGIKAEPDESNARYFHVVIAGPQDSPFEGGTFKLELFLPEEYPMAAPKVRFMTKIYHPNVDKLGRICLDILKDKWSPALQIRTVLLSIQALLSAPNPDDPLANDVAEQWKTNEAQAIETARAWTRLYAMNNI
CXCR6 inh: CXCR6 receptor inhibitors, primary screen, cell-based, beta-arrestin, luminescence, CHO-K1 PathHunter, 1536-well. inhibition, % at 20 µM. 360,000 compounds, 0.36% hits. C-X-C chemokine receptor type 6 (Homo sapiens), O00574; in the data active means inhibition above about 34%, passing the limit was not always enough;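 further: antagonist mode with CXCL16 agonist at 10 nM final; 0% = 10 nM CXCL16 with DMSO and 100% = unstimulated wells without agonist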
Target sequence (O00574 whole entry, looked up): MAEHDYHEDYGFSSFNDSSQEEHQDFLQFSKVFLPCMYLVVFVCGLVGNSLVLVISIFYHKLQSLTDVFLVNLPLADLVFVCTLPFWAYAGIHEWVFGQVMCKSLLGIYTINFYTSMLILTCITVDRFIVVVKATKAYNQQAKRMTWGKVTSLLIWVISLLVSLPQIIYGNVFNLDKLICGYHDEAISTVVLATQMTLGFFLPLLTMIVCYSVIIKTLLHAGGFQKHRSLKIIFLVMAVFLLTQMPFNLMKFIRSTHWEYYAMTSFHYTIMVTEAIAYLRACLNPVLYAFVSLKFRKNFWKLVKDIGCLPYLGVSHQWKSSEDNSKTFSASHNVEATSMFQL
Jurkat NFkB inh: inhibitors of induced NF-kB luciferase reporter, primary screen, TCR NF-kB activation inhibitor project, cell-based, luminescence, uHTS | Jurkat, PMA/ionomycin-induced NF-kB luciferase reporter | inhibition, % at 4 µM | 330,000 compounds, 0.53% hits | AID 435003, 2010; in the data active means inhibition above about 50%
Numbers without * were called inactive; ? = inconclusive; . = not tested or not shown.

Compound	697 NFkB inh	Gli-Sufu block	CCR6 antag	EBI2 block	CXCR6 inh	Jurkat NFkB inh	APJ antagonist	UBC13 inh
COc1ccc(OC)c(C(C)NC(=O)C(C)Cc2ccccc2)c1 (centres undefined)	-5	13	10	-6	6	4	15	-1
Cc1c(CCC(=O)NCCCCCC(=O)O)c(=O)oc2cc3occ(-c4ccccc4)c3cc12	-20	-3	0	3	-2	-17	5	-4
Cc1cc(NC(=O)/C=C/c2cccc(Cl)c2)n(-c2nc3ccccc3[nH]2)n1	-13	-8	33	4	12	-7	16	-6
Cc1cc(C(F)F)n2nc(C(=O)Nc3c(F)cc(F)cc3Br)nc2n1	4	5	9	2	0	5	11	3
O=S1(=O)c2ccc(Br)cc2N2CCC[C@@H]2CN1Cc1ccc(Cl)cc1	.	-10	11	10	-6	.	.	.
CCOC(=O)N1CCC(Nc2nc3ccccc3n3nnnc23)CC1	-12	19	3	-4	-3	-25	-2	-3
Cc1sc2nc(-c3ccccc3)[nH]c(=O)c2c1-c1ccccc1	15	.	.	.	.	-11	16	17
O=C(CCN1C(=O)C2CCCCC2C1=O)Nc1cc(F)ccc1F (centres undefined)	-12	-14	5	-9	1	7	-37	-2
Cc1ccc2c(c1)cc1c(=O)n(CC(=O)NCCCc3ccccc3)nc(C)n12	-19	-1	2	1	6	-3	8	2
CCOC(=O)c1c(/N=C/C2C(=O)CCCC2=O)sc2c1CCCC2	12	2	8	-16	7	3	-9	8
CC1CCCN(S(=O)(=O)c2ccc(NC(=O)c3cccc(-n4cnnn4)c3)cc2)C1 (centres undefined)	0	5	14	4	2	11	-2	0
Cc1ccc(C(C)NC(=O)c2ccco2)cc1 (centres undefined)	21	-4	18	3	-3	11	9	0
COc1ccc(NC(=O)COc2ccc(-c3ccccc3)cc2)cc1	19	-5	-4	6	-1	9	7	-4
CC(C)Oc1ccc(C(=O)OCC(=O)NC(=O)NC2CCCC2)cc1	16	-2	1	-8	9	14	1	-2
Cc1ccc(C(=O)CSc2nc(-c3ccccc3)ccc2C#N)cc1	10	-11	9	25	6	-9	-1	31
O=C(N=C1SC2CS(=O)(=O)CC2N1c1ccc(OC(F)(F)F)cc1)C1CC1 (centres undefined)	7	-6	4	6	-6	2	2	4
COc1ccc(OC)c(C(=O)c2coc3ccc(O)cc23)c1	-14	5	2	-6	4	-9	-8	11
COc1ccccc1NC(=O)c1ccc2c(c1)C(=O)N(Cc1ccco1)C2=O	5	23	11	14	-11	3	9	-6
CS(=O)(=O)N1CCSC1c1ccc(Br)cc1 (centres undefined)	7	1	6	-5	-8	-1	0	14
COCC(=O)NCc1ccc2c(c1)OCO2	-6	23	-6	-4	-11	-7	7	3
Cc1cc(C)c(S(=O)(=O)n2cc(C(C)C(N)C(=O)O)c3ccccc32)c(C)c1 (centres undefined)	-8	6	7	11	4	-3	-20	-24
CC(C)CCNC(=O)c1ccc2c(c1)N(Cc1ccccc1)C(=O)CS2=O (centres undefined)	-9	1	3	-10	5	-9	-3	4
Cc1ccc(C2C(C#N)=C(N)SC(N)=C2C#N)c(C)c1	-11	0	4	6	6	-12	10	?
O=C(CSc1ncn[nH]1)c1ccc2c(c1)OCCO2	-12	-4	-12	-12	24	-3	0	-7
CC(=O)Oc1ccccc1C(=O)Nc1ccccc1C(=O)N1CCCC1	10	13	-5	-7	-8	9	18	5
CCCCNC(=S)N(C)/N=C/c1ccccc1F	25	-3	12	2	-1	3	12	-8
CCN(CC(=O)Nc1ccc(NC(C)=O)cc1)C(=O)c1c(C)nn(-c2ccc(F)cc2)c1Cl	-23	2	0	3	-2	-31	-11	-12
COC(=O)c1ccc(Cn2nc([N+](=O)[O-])c(Br)c2C)cc1	14	6	9	8	-3	9	26	3
CC(C)CNC(=O)CSc1ccc(Cl)cc1	-14	-41	15	-7	2	-7	9	5
O=C(CSc1ccccn1)Nc1cccc(NC(=O)CSc2ccccn2)n1	10	-17	11	-1	-9	1	12	4
O=C(N/N=C1\CCS(=O)(=O)c2ccc(F)cc21)c1ccc([N+](=O)[O-])cc1	11	9	-4	-3	-30	-17	-20	-12
O=C(NCc1cccs1)c1ccc(Cl)s1	18	-1	-3	4	-5	12	-17	10
CCn1c(SCC(=O)Nc2ccc(C(C)=O)cc2)nc2nc3c(cc2c1=O)COC(C)(C)C3	-5	-20	12	-3	4	-57	4	-1
CN1CCN(S(=O)(=O)c2cccc(C(=O)Oc3ccccc3Cl)c2)CC1	12	-2	10	2	1	9	0	10
Cc1ncc(CO)c2cc(-c3nnc(Nc4ccc5c(c4)OCO5)s3)c(=O)oc12	7	6	17	-5	11	-8	-2	16
COC(=O)Nc1sc2c(c1C(N)=O)CCCCCC2	-19	1	1	-1	-5	-11	8	-3
Cc1ccc2c3c(cccc13)-c1ccccc1C2=O	-52	.	25	6	5	-35	11	30
CCn1c(SCC(=O)C(C)(C)C)nnc1-c1cnccn1	11	-27	-8	-1	1	7	6	-8
Cc1cc(C(=O)Nc2ccc3c(c2)OCO3)cs1	-73	-66	23	-5	7	-116	5	-11
Cc1cc(C(=O)NNC(=O)c2ccc(C)c([N+](=O)[O-])c2)c(C)o1	13	-1	-11	2	-4	9	11	3
CCc1ccc(C(=O)COC(=O)CNC(=O)CNC(=O)Cc2ccccc2)cc1	-14	4	-6	-2	-6	-5	0	-1
CC(=O)Nc1ccc(S(=O)(=O)N2CCSC2c2ccco2)cc1 (centres undefined)	10	10	-11	-1	0	1	-19	-5
COc1ccc(Nc2cc(C(=O)NCCCN3CCOCC3)c3ccccc3n2)c(OC)c1	9	1	3	-3	-6	-16	2	8
CC(=O)c1sc(NS(=O)(=O)c2ccc(C)cc2)nc1C	16	-2	-1	-4	1	14	53*	-2
CCCCn1c(Oc2ccc(C(=O)OC)cc2)nc2c1c(=O)n(C)c(=O)n2C	2	-10	4	-1	-8	6	5	-4
CN(Cc1ccccc1)C(=O)COC(=O)c1ccc(Br)c(S(=O)(=O)N2CCOCC2)c1	8	2	15	-4	-10	1	3	-2
CCn1c(SCc2ccc(C(=O)OC)o2)nc2sc3c(c2c1=O)CCCC3	-6	0	24	-1	19	9	17	-7
C=C[C@]1(C)C=C2CC[C@H]3[C@@](C)(CCC[C@@]3(C)C(=O)O)[C@@H]2CC1	-1	-7	-8	-4	-27	7	-5	-23
COc1ccc(C)cc1NC(=O)CNC(C)C(=O)Nc1ccc(C(C)=O)cc1 (centres undefined)	-6	0	7	-13	5	-12	14	2
O=C(Cc1ccccc1[N+](=O)[O-])NCCCN1CCOCC1	8	6	-6	-10	-1	-4	19	8

Remaining list, next part:
Compound	697 NFkB inh	Gli-Sufu block	CCR6 antag	EBI2 block	CXCR6 inh	Jurkat NFkB inh	APJ antagonist	UBC13 inh
O=C(O)c1nc(N2CCCCC2)ncc1Cl	-6	0	-10	0	-3	-6	0	-2
COc1cccc(NC(=O)COC(=O)c2ccc3ccccc3n2)c1	1	-5	18	1	-5	-18	2	-11
CCOc1ncnc2c1sc1nc3c(cc12)COC(C)(C)C3	.	-4	-2	-11	-5	.	.	.
O=C(Nc1ccccc1O)c1cccc(S(=O)(=O)Nc2ccccc2O)c1	-26	3	-1	-2	-10	-17	-5	2
COC(=O)c1ccc(/C=N\NC(=O)c2ccc(C)cc2Cl)cc1	-31	-2	16	4	11	7	12	1
Cc1sc[n+](CC(=O)c2ccc(Br)cc2)c1C	6	-14	11	-7	6	8	23	10
Cc1cc(-c2ccc(C(C)C)c(S(=O)(=O)Nc3cc(C)on3)c2)on1	-15	-7	-3	-3	-10	-4	-34	-8
COc1ccc(CNC(=O)c2cc3c(C)nc4ccccc4c3o2)c(OC)c1	14	57*	3	-4	-11	43	4	11
O=C(O)C1=C[C@H](c2ccc3c(c2)OCO3)C[C@H](OCCCCO)O1	0	2	-2	-5	6	9	7	0
Cc1ccc(C2C(C#N)=C(N)N(c3cccnc3)C3=C2C(=O)CCC3)s1 (centres undefined)	-41	60*	-3	-19	-18	-2	1	-5
NC(=O)c1c(NC(=O)c2ccncc2)sc2c1CCCCCC2	-53	21	-3	2	-8	-1	-5	-4
O=C(CCC(=O)N(CC(=O)NC1CCCC1)C1CCCC1)Nc1ccccn1	1	-3	-8	7	-3	-7	-6	-3
CCCCc1cc(=O)oc2cc(OCc3nn[nH]n3)c(Cl)cc12	-19	2	-9	-7	3	3	7	-3
O=C(Nc1cccs1)Nc1c(F)c(F)c(F)c(F)c1F	18	67*	10	-9	0	2	-11	1
CCCc1cc(=O)n2nc(N3CCC(C(=O)NCc4ccc(C)o4)CC3)sc2n1	12	.	-5	-5	2	-2	-2	-3
COc1ccc(-c2c(-c3cc(OC)c(OC)c(OC)c3)noc2C)cn1	-45	30	12	10	5	66*	-38	3
COC(=O)c1ccc(CNC(=O)/C=C/c2cc([N+](=O)[O-])ccc2OC(F)F)cc1	12	4	8	1	-1	7	6	12
Cc1c(C(=O)NCCCc2ccccc2)cccc1[N+](=O)[O-]	13	-2	12	0	8	5	12	0
CCOC(=O)N1CCN(c2ccc(C(=O)c3ccccc3)cc2F)CC1	11	-7	-10	-2	2	-28	13	22
COC(=O)c1ccc(/C=C/c2nc3ccccc3c(=O)[nH]2)cc1	-43	-14	11	-8	-1	-112	-4	8

Fetched by structure from above, 3 records:
Compound	697 NFkB inh	Gli-Sufu block	CCR6 antag	EBI2 block	CXCR6 inh	Jurkat NFkB inh	APJ antagonist	UBC13 inh
CCOC(=O)N1CCN(c2ccc(C(=O)c3ccccc3)cc2F)CC1	11	-7	-10	-2	2	-28	13	22
COc1ccc(-c2c(-c3cc(OC)c(OC)c(OC)c3)noc2C)cn1	-45	30	12	10	5	66*	-38	3
CCCCc1cc(=O)oc2cc(OCc3nn[nH]n3)c(Cl)cc12	-19	2	-9	-7	3	3	7	-3

The list goes on:
Compound	697 NFkB inh	Gli-Sufu block	CCR6 antag	EBI2 block	CXCR6 inh	Jurkat NFkB inh	APJ antagonist	UBC13 inh
CSCCC(NC(=O)c1ccc([N+](=O)[O-])cc1Cl)C(=O)OCC(=O)NC1CCCC(C)C1C (centres undefined)	18	-4	-6	-9	-4	6	-14	-1
O=C(CO/N=C/c1cccc([N+](=O)[O-])c1)NC1CCCCCC1	-4	3	11	-2	-6	-2	-8	-6
CCCCNC(=O)/C(C#N)=c1\s/c(=C\c2ccccc2OC(F)F)c(=O)n1CCCOC	-76	2	5	24	3	13	8	-4
Cc1ccc(C)c(NC(=O)CN(C)C(=O)c2nn(C)c(=O)c3ccccc23)c1	1	-3	20	1	-1	-1	11	-8
CC(C)OC(=O)CSc1nnc(-c2cnccn2)n1Cc1ccco1	22	27	13	8	8	6	17	0
O=C(Nc1cccc(C(F)(F)F)c1)c1scc2c1OCCO2	-12	-25	5	9	-1	-26	-17	-1
COc1ccc(CN2CCNC(=O)C2CC(=O)NC2CCCCCC2)c(C)c1C (centres undefined)	4	12	-7	-8	8	4	-6	3
COc1ccc(OCCOCCN2CCc3ccccc3C2)cc1	-15	9	8	3	6	-14	-12	-7
Cc1ccccc1-c1cc(C(=O)NCc2cccc(Br)c2)n(CC2CC(c3cccnc3)=NO2)n1 (centres undefined)	-10	-7	-2	13	4	-15	14	-6
Cc1ccc(OCC(=O)Nc2ccc(NC(=O)c3ccccc3)c(C)c2)cc1	19	-18	8	1	-3	1	-30	-10
CC(=O)N1CCC(C(=O)Nc2ccc(S(=O)(=O)N3CCC(C)CC3)cc2)CC1	2	4	-6	3	-10	4	-19	2

From PubChem BioAssay
